Bioassay records from PubChem.
ASAP1 inh – ASAP1 ArfGAP inhibition | Q9ULH1 | ASAP1-stimulated ARF1 GTP hydrolysis, GDP FP detection | inhibition, % at 16.5 µM | actives 0.19% (n = 360,000) | AID 624377; in the data active means inhibition above about 25%;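 further: 0% = vehicle with enzyme and substrate and 100% = no enzyme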
DDE Tn6 FP inh – disrupts Tn6 cyclic peptide binding to fibrin D-Dimer-E complex; AID 720509; Fibrin DD(E) TRITC-Tn6 fluorescence polarization displacement; inhibition, % at 8.3 µM; actives 0.21% (n = 370,000); P02675;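 active means inhibition above a per-campaign cutoff: mean of compounds within control limits plus 3 SD, cut at about 15% in these data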;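 further: 0% = median of all compound wells on the plate and 100% = blocking peptide control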
SIAE inh – human SIAE inhibition, primary screen. SIAE FP-Rh probe binding, fluorescence polarization. inhibition, % at 9.66 µM. actives 0.69% (n = 370,000);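 active means inhibition above a cutoff: mean of compounds within the control limits plus 3 SD of those, cut at about 17% in these data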;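 further: 0% = plate median of compound wells and 100% = probe without SIAE protein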
ARFGAP1 inhibitor – rat ARFGAP1 inhibition; Arfgap1-stimulated ARF1 GTP hydrolysis, GDP FP detection; inhibition, % at 16.5 µM; actives 0.26% (n = 360,000); AID 651572;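 active means inhibition above a per-plate limit, mean inhibition of low control wells plus 3 SD, cut at about 25% in these data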;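 further: 0% = DMSO wells with enzyme and 100% = wells lacking Arfgap1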
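Material: rat Arfgap1 catalytic domain, aa 1-136; also added: human ARF1(Δ1-17)-GTP substrate; compound dosing: one concentration, 16.5 µM, DMSO 1.26%; incubation: GTP hydrolysis reaction 2 h at 25 °C; measured by: Tracer-displacement fluorescence polarization with EDTA stop, 620/688 nm; evaluation: % inhibition from polarization; repeats: one replicate per compound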
DDE Tn7 FP inh – DD(E)-Tn7 binding inhibition, primary FP screen. inhibition, % at 8.3 µM. actives 0.13% (n = 370,000). FP displacement of FITC-Tn7 peptide from fibrin DD(E); 0% = median of compound wells per plate;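 active means inhibition above the mean of compounds falling within the control limits plus 3 SD of them, cut at about 14% in these data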;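 further: 0% = plate median of compound wells and 100% = 10 µM Aha-Tn7 peptide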
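Test system – human fibrin DD(E) · Times – 10 min preincubation, 3 h with tracer, room temperature · Detection – fluorescence polarization of the labelled Tn7 tracer · Measure – percent inhibition normalized to high-control wells · Benchmarks – high control wells with 10 µM unlabelled Aha-Tn7 peptide (full inhibition) · Repeats – singlicate testing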
ADAM10 inh – inhibits human ADAM10 | inhibition, % at 7 µM | O14672 | actives 0.62% (n = 370,000) | recombinant ADAM10, EDANS/DABCYL FRET peptide cleavage, 3 h;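 active means inhibition above a per-campaign cutoff equal to the mean of compounds falling between control-based bounds plus 3 SD, cut at about 20% in these data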;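 further: 0% = DMSO wells while the 100% control is not disclosed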
PLCb3 inh – inhibitors of human phospholipase C beta3; actives 0.18% (n = 370,000); Purified PLC-beta3, fluorogenic substrate, fluorescence; Q01970; inhibition, % at 12.2 µM; in the data active means inhibition above about 11%;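 further: 0% = median of compound wells on plate and 100% = full blocker control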
TDP2 inh – blocks human TDP2 phosphodiesterase activity. inhibition, % at 12.8 µM. actives 0.34% (n = 370,000). AID 720702. recombinant TDP2, T5PNP hydrolysis, p-nitrophenol absorbance 415 nm. O95551;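 active means inhibition above the mean of all tested compounds plus 3 SD, set per campaign, cut at about 25% in these data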;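 further: 0% = DMSO with enzyme and 100% = buffer with substrate but no TDP2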
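test system = human TDP2 enzyme | input = TDP2 enzyme at 120 nM final | medium = 50 mM Tris-HCl pH 7.5 with Mg2+, KCl, DTT, BSA | also added = T5PNP substrate, 5 mM | times = 2 h at 37 °C | technique = epi absorbance | benchmarks = high control without enzyme, low control DMSO plus TDP2 | replication = each compound tested once, singlicate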
ADAM17 inh – ADAM17 inhibition, QFRET primary screen; P78536; recombinant ADAM17, EDANS/DABCYL FRET peptide cleavage; inhibition, % at 6.95 µM; actives 0.83% (n = 370,000); AID 720648;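 active means inhibition above the mean of compounds lying between control limits plus 3 SD, set per campaign, cut at about 8.5% in these data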;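 further: 0% = DMSO-only wells as the low control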
PLC-gamma1 inh – inhibitors of human phospholipase C gamma1; AID 720700; purified PLC-gamma1, fluorogenic substrate, fluorescence; inhibition, % at 12.2 µM; P19174; actives 0.84% (n = 370,000); in the data active means inhibition above about 9.5%
Target sequence (P19174 whole entry, looked up): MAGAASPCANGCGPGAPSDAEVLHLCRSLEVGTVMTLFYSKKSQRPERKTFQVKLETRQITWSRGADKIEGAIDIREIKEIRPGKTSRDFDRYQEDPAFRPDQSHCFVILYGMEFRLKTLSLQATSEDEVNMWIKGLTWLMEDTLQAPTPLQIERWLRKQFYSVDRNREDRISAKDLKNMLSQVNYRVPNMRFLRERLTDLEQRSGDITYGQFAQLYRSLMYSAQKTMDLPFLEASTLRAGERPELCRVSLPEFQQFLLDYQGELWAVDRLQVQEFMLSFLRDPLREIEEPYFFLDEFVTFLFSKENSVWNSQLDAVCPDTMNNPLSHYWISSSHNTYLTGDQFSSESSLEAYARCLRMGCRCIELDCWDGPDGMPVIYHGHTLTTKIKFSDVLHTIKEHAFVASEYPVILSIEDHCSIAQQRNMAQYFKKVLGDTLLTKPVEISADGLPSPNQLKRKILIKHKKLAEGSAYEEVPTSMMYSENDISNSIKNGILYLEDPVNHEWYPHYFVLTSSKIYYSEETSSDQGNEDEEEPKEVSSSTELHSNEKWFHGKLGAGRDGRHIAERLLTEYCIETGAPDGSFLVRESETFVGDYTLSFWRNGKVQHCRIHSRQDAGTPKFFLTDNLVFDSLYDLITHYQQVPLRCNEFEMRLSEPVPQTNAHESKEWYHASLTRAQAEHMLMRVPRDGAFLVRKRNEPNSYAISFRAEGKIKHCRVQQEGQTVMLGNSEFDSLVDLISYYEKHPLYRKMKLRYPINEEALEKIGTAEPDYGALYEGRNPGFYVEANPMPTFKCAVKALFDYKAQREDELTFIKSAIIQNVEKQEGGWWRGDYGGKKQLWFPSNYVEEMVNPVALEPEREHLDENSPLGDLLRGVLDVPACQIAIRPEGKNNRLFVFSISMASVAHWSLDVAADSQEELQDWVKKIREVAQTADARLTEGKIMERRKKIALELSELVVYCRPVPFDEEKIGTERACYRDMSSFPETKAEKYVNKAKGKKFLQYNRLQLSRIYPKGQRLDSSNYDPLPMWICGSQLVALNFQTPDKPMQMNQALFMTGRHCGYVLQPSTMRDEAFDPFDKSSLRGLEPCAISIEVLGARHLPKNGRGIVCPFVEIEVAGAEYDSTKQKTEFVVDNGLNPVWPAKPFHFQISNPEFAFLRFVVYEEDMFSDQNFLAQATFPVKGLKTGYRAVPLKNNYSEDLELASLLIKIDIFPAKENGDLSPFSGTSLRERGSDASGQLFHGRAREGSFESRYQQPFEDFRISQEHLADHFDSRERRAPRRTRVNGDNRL
Active calls of the source: *; i = inactive; nt = no result given.

SMILES	ASAP1 inh	DDE Tn6 FP inh	SIAE inh	ARFGAP1 inhibitor	DDE Tn7 FP inh	ADAM10 inh	PLCb3 inh	TDP2 inh	ADAM17 inh	PLC-gamma1 inh
Cc1ccc(NC(=O)CSc2nnc(CNC(=O)c3ccco3)o2)cc1	-8	2	2	4	0	-1	3	2	2	3
Cc1ccc(OCC(=O)Nc2ccc(S(=O)(=O)N3CCOCC3)cc2)c([N+](=O)[O-])n1	0	8	4	3	4	-7	3	-7	-6	-1
CCC1CCc2c(sc(NC(=O)C3c4ccccc4Oc4ccccc43)c2C(N)=O)C1 (stereo not given)	10	2	-2	9	-8	-8	1	-8	1	0
CC(Sc1nnc(Cc2cccs2)n1C1CC1)C(=O)NC1CCS(=O)(=O)C1 (stereo not given)	2	-3	0	0	4	-4	1	-1	0	-3
CCOC(=O)C1(C)CCCCCN1C(=O)c1snnc1C (stereo not given)	2	5	-5	12	1	-6	5	-1	-2	0
Cc1ccc(S(=O)(=O)N2CCN(Cc3csc(C)n3)CC2)cc1	9	-2	-1	-2	4	3	-4	11	-2	2
Cc1c(C(=O)N2CCCc3ccccc32)oc2ccc(S(=O)(=O)N3CCOCC3)cc12	-11	1	0	3	-2	3	1	5	-1	-1
CCOc1cc(/C=C/c2nc3ccccc3c(=O)[nH]2)ccc1O	21	-15	0	0	1	-34	-209	10	-15	-153
CCON1C(=O)C2(CCCCC2)C(=O)C12C=CCCC2 (stereo not given)	1	-2	3	-5	-5	-2	8	-7	2	-9
CN(CCOc1ccc(-c2ccn(S(=O)(=O)c3ccc(Cl)cc3)n2)cc1)c1ccccn1	0	1	-3	14	-3	5	0	-2	1	0
COC(=O)Cc1c(C)c2ccc(OCC(C)=O)c(C)c2oc1=O	14	-1	4	9	-4	i	-69	-8	-169	-62
CC(C)CCNC(=O)c1cc(-c2ccco2)nc2ccccc12	8	-3	-2	0	-7	i	i	5	i	i
C=C(CN(C)C)C(=O)c1ccc(OC2OC(COC(C)=O)C(OC(C)=O)C(OC(C)=O)C2OC(C)=O)cc1 (stereo not given)	-16	1	-5	-6	8	2	0	-3	2	-1
FC(F)(F)c1ccc(Cl)c(-n2c(-c3cc(C4CC4)[nH]n3)n[nH]c2=S)c1	12	-1	-3	6	-5	6	-6	2	0	-1
CCNc1nc(CC)nc2c1oc1ccccc12	-8	4	0	11	-1	3	3	8	-3	-2
CN(C)Cc1c(C#N)c2ccccc2n1C	2	1	1	2	6	5	0	2	-2	-3
CC(=O)Nc1ccc(S(=O)(=O)N(C)CC(=O)OC(C)C(=O)N(C)C2CCCCC2)cc1 (stereo not given)	-7	8	0	-8	2	5	-4	-18	0	5
CCOc1cc(CNc2ccc(N3CCCC3)cc2)cc(Cl)c1OC	-57	12	11	-45	2	-5	-33	8	-2	-27
COc1ccccc1Oc1coc2cc(OCC(N)=O)ccc2c1=O	12	0	4	-9	2	4	-6	-3	1	3
CCc1cc2c(=O)n(CC(=O)NCCc3ccc(OC)c(OC)c3)cnc2s1	-3	7	-3	6	-5	6	2	-4	-3	2

Quoted from the listing:
CC(C)CCNC(=O)c1cc(-c2ccco2)nc2ccccc12 in ASAP1 inh shows 8
FC(F)(F)c1ccc(Cl)c(-n2c(-c3cc(C4CC4)[nH]n3)n[nH]c2=S)c1 in ASAP1 inh shows 12

Following part:
SMILES	ASAP1 inh	DDE Tn6 FP inh	SIAE inh	ARFGAP1 inhibitor	DDE Tn7 FP inh	ADAM10 inh	PLCb3 inh	TDP2 inh	ADAM17 inh	PLC-gamma1 inh
O=c1oc2cc(O)ccc2c2oc3cc(O)ccc3c12	-10	-10	1	0	6	i	i	6	i	i
COc1ccc(OC)c(C(=O)NC(CC(N)=O)c2ccc(NC(C)C)c([N+](=O)[O-])c2)c1 (stereo not given)	-1	3	0	-6	2	-5	-3	-4	-9	0
CN1C(=O)C(CC(=O)NC2CCCCC2)SC1=Nc1ccccc1 (stereo not given)	-1	-8	3	11	0	-2	4	-7	-1	4
CCOC(=O)C1CCN(C(=O)C(CC)c2ccccc2)CC1 (stereo not given)	7	3	-1	2	5	7	2	1	1	0
Cc1ccc(C(=O)Nc2ccncc2)c(Cl)c1	-18	-5	2	-1	-2	0	3	-14	-1	-2
O=C(O)CCNC(=O)/C(=C/c1ccco1)NC(=O)c1ccco1	-20	5	4	4	-4	-5	-19	8	-2	-13
N#Cc1c(F)cccc1NCc1cccs1	1	0	-8	2	2	-52	-13	-30	-22	-9
COc1ccccc1N1CCN(C(=O)c2c(-c3ccccc3Cl)noc2C)CC1	0	-1	5	1	7	6	-1	0	-2	3
COc1cccc(/C=N/NC(=O)c2cnccn2)c1OC	15	9	6	4	-9	-2	-3	0	1	-1
C[C@H]1CCCCO[C@H](CN(C)Cc2ccc(C(=O)O)cc2)[C@@H](C)CN([C@@H](C)CO)C(=O)c2cc(NS(=O)(=O)c3cn(C)cn3)ccc2O1	1	-13	4	-10	-1	-11	-3	1	-6	-3
CCCCn1c(SCC(=O)c2ccccc2)nc2c1c(=O)[nH]c(=O)n2C	-10	-1	2	4	-2	1	-2	-1	-3	6
C=CCn1c(SCC(=O)NC2CCCC2)nnc1-c1ccccn1	-2	-2	-6	-8	-4	0	-3	2	7	7
COC(=O)[C@]12C[C@H](CC(=O)N3CCC(c4ccccc4)CC3)C(=O)N(CCC3=CCCCC3)C1=C[C@H](C1CCCC1)O[C@@H]2C	nt	8	2	nt	6	4	0	3	-1	1
CN(CC(=O)Nc1cccc(Cl)c1)S(=O)(=O)/C=C/c1ccccc1	6	-3	0	-7	1	3	0	5	2	-1
O=C(O)CCn1c(=O)[nH]c2ccccc2c1=O	-4	-4	1	14	-1	-11	2	9	-2	3
O=S(=O)(Nc1nnc(C(F)(F)F)s1)c1ccc(Cl)cc1	3	5	-1	1	-2	6	-7	-16	3	4
Cc1cccc(N(C(=O)CCC(=O)Nc2ccccn2)C(C(=O)NC(C)C)c2ccc(O)cc2)c1 (stereo not given)	-15	1	8	-3	1	1	2	9	-1	2
CC(COc1cccc(F)c1)CN1CCC(C(O)(c2ccccc2)c2ccccc2)CC1 (stereo not given)	nt	-7	4	nt	-7	14	3	-7	9.8*	8
COc1ccccc1C(=O)NC(=O)CSc1nncn1C	4	-6	4	-12	-6	-14	-11	9	-3	0
O=C(CSc1nc(-c2ccccc2Cl)ns1)NCc1ccco1	11	0	0	9	-1	-3	5	3	-2	1
CCCCN(C(=O)CSCC(=O)Nc1ccc(C)cc1)c1c(N)n(CCCC)c(=O)[nH]c1=O	10	0	2	4	5	-19	-12	11	-9	-5
COc1ccc(C(CNC(=O)c2nn(-c3ccccc3)c(=O)c3ccccc23)N2CCOCC2)cc1 (stereo not given)	3	-12	-2	0	2	-10	-6	7	-4	2
Cc1ccccc1S(=O)(=O)Cc1ccc(C(=O)NC2CCC(C)CC2)o1 (stereo not given)	7	-5	3	20	2	-1	-6	6	-6	-1
CCOc1ccc(NC(=O)CSc2nccn2Cc2ccco2)cc1	-5	2	-4	-4	-4	-5	-3	-1	-2	-2
CC(C)Oc1ccc(NC(N)=O)cc1	-1	-7	-2	6	-8	2	4	-10	0	4
CCOC(=O)N1CCN(C(=O)C[C@@H]2C[C@@]3(C(=O)OCC)CCC=C3N(Cc3ccco3)C2=O)CC1	9	-2	-6	10	-15	-8	-3	-2	-2	-3
Cc1cc(C)n(CC(O)COc2ccc(F)cc2)n1 (stereo not given)	14	-3	-5	0	-7	1	-2	-4	-2	1
CC(C)(C)OC(=O)NCc1ccc(CNC(=O)c2[nH]cnc2C(=O)NCC(=O)OCc2ccccc2)cc1	-6	4	-21	8	4	11	2	-3	5	4
Nc1nc(-c2ccccc2)cc(-c2ccccc2)n1	2	-3	-5	0	-7	-171	-30	7	-65	-19
O=C(c1cnn(C(=O)COc2ccccc2F)c1)c1cc(F)ccc1O	-9	-2	-4	-9	4	4	-8	1	-2	-3
C[C@H](CO)N1C[C@H](C)[C@H](CN(C)S(=O)(=O)c2ccccc2)Oc2ccc(NC(=O)NC3CCCCC3)cc2CC1=O	-3	3	30*	-2	0	7	2	-11	6	0
C=CCn1c(O)c(N=NC(=O)CNC(=O)/C=C/c2ccc(OC)cc2)c2ccccc21	-7	-1	-5	-1	5	4	-5	-13	0	1
NC(N)=NC1=NC(=O)C(Cc2ccccc2Cl)S1 (stereo not given)	-4	9	-2	1	-1	-1	-6	0	-1	-6
CC(CCc1ccccc1)NC(=O)COc1ccc(S(=O)(=O)N2CCOCC2)cc1[N+](=O)[O-] (stereo not given)	11	8	3	2	9	5	0	-6	-2	1
Cc1nnc(SCCn2c(N3CCC(C)CC3)nc3c2c(=O)n(C)c(=O)n3C)s1	18	1	2	22	-3	-1	-2	-12	3	-1
O=C(NCCc1ccccc1)c1ccc(-c2ccccc2C(F)(F)F)o1	13	11	2	12	-6	1	-7	0	3	-3
COc1ccc(C)cc1NC(=O)CNC(c1ccccc1)c1ccccc1	-6	-1	-9	-4	-6	14	1	-14	2	1
CCc1nnc(NC(=O)CC(CN(C)S(=O)(=O)c2ccccc2)c2ccccc2)s1 (stereo not given)	2	-5	-6	0	3	-8	6	-12	-5	0
CC(C)(C)N(Cc1ccccc1)C(=O)CSc1nc2ccccc2c(=O)[nH]1	-1	1	-7	-4	5	16	1	-9	9.0*	6
O=C(COC(=O)c1ccccc1Cl)NCCC1=CCCCC1	-1	1	1	-3	-5	4	2	6	2	1
CC(=O)C(Cc1ccccc1)NC(=O)CN1c2cccc3cccc(c23)S1(=O)=O (stereo not given)	-3	1	-8	5	1	-207	-300	-10	-65	-262
CCN1CCCC1CNC(=O)c1ccc(N2CCCC2=O)cc1 (stereo not given)	-4	-5	-4	3	3	5	-4	7	-7	-2
CC(C)c1ccc(C(=O)CSc2ncn[nH]2)cc1	-10	1	7	-8	-2	2	2	6	-3	3
CCOC(=O)c1c(C)noc1-c1ccc(Br)o1	15	3	-1	2	-5	-3	1	-16	-3	6
Cc1cccc(NC(=O)CCc2c(C)nc3ncnn3c2C)n1	-5	3	0	-16	1	5	6	6	1	6

Ordered by formula weight (highest first): part of the list above
SMILES	ASAP1 inh	DDE Tn6 FP inh	SIAE inh	ARFGAP1 inhibitor	DDE Tn7 FP inh	ADAM10 inh	PLCb3 inh	TDP2 inh	ADAM17 inh	PLC-gamma1 inh
O=C(c1cnn(C(=O)COc2ccccc2F)c1)c1cc(F)ccc1O	-9	-2	-4	-9	4	4	-8	1	-2	-3
Cc1cccc(NC(=O)CCc2c(C)nc3ncnn3c2C)n1	-5	3	0	-16	1	5	6	6	1	6
O=c1oc2cc(O)ccc2c2oc3cc(O)ccc3c12	-10	-10	1	0	6	i	i	6	i	i
